KDM5B inh = inhibitors of human KDM5B histone demethylase. Q9UGL1. KDM5B demethylase, FDH-coupled NADH fluorescence (FDH is formaldehyde dehydrogenase). Potency, µM (series often up to 57.7 µM), inactives show at the top dose activity change, negative = inhibition, actives largely listed as inhibitors. 220,000 tested, 2.6% active; active means well fitted inhibition curve with a large enough effect; inconclusive means small, poorly fitted or top-dose-only effect; inactive means no such curve, though single readings can be large or run the other way; further: 0% is about no effect; nearly all actives have a fitted effect of over 70% in size
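Measured: NADH fluorescence change, 30 min, RT. System: KDM5BΔAP 200 nM final, H3K4me3 peptide, α-KG, Fe(II), ascorbate, NAD⁺ plus FDH, pH 7.5 HEPES. Compounds: titrated, 10 min pre-incubation with enzyme.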
Starred values were filed as active, the others as inactive; i = inactive; ? = inconclusive; [ ] = remark or other dose. Potency means the concentration at half of the fitted maximal effect.

SMILES	KDM5B inh
Cc1noc(C2CC3(CCN(C(=O)c4cccn4C)CC3)CN2C)n1 (stereo not drawn)	-25%
COc1cccc(N2CC(C)N(C(=O)Cc3c(C)nc(N)nc3C)CC2=O)c1 (stereo not drawn)	-9%
CN1[C@@H](CCC(=O)N2CCN(c3ccccn3)CC2)CNC(=O)[C@@H]2[C@H]1CCN2Cc1csnn1	28µM*
CN(C)CCCNc1nc(-c2ccccc2)c2c(c1C#N)CC(C)(C)OC2	?
Cc1ccc2nc(CN3CCCC(CO)(CC4CC4)C3)cn2c1 (stereo not drawn)	22µM*
COc1ccc(C2CC(=O)Nc3nc(N)sc32)cc1OCc1ccccc1Cl (stereo not drawn)	?
CC(C)CCn1nc(C(=O)NCc2ccc(Cl)cc2)c2ccccc2c1=O	14%
O=C(c1scc2c1OCCO2)N1CCCC(N2CCN(c3cccc(Cl)c3)CC2)C1 (stereo not drawn)	50%[activator]
Cc1noc(C)c1-c1cc2cc(CO)oc2c(NCCOc2ccccc2)n1	?
Fc1ccc(OC2CNC2)cc1F	6%[230 µM]
CCOc1ccc2oc(=O)cc(CN3CCN(Cc4ccccc4)CC3)c2c1	-11%
Cc1cccc(CCNC(=O)c2ccc3c(c2)nc2n3CCCCC2)c1	-5%
CN1C(=O)Cc2cc(C(=O)NC3CCCCC3)ccc21	-13%
O=C(c1ccccc1F)N1CCC(Oc2ccccc2)C1 (stereo not drawn)	4%
CS(=O)(=O)N1CC2(CCN(CC3CC3)C2)Cc2ccccc21 (stereo not drawn)	?
CC(=O)Nc1ccc(NC(=O)C(C)OC(=O)c2ccc3ccccc3n2)cc1 (stereo not drawn)	-14%
Cc1cc(Nc2cccc(Cl)c2C)n2nc(Cc3ccccc3)nc2n1	-8%
Cc1cc(NC(=O)C(C)Oc2ccc(C(C)(C)C)cc2)no1 (stereo not drawn)	11%
CCN(C(=O)COC(=O)/C=C/c1cccc([N+](=O)[O-])c1)c1c(N)n(Cc2ccccc2)c(=O)[nH]c1=O	22%
CN(CC1CCOCC1)C(=O)C1CCC1	20%
Cc1nc2cc(-c3cccc(F)c3)nn2c(C)c1CCC(=O)Nc1ccc(CN2CCCC2)cc1	?
CC(C)c1nc(OCC(=O)NCc2ccccc2)c(C#N)c2c1CCCC2	26%
N#Cc1ccccc1S(=O)(=O)N1CCN(C(=O)[C@H](Cc2ccccc2)NC(=O)c2ccco2)CC1	5%
CCOc1ccc(C)cc1S(=O)(=O)NC1CCCCCC1	-4%
Cc1ccc2c(c1)Cc1c(nc(-c3ccc(Cl)cc3)nc1SCC(=O)N1CCCCC1)O2	-29%

With a hit mark in KDM5B inh, among the entries above:
SMILES	KDM5B inh
CN1[C@@H](CCC(=O)N2CCN(c3ccccn3)CC2)CNC(=O)[C@@H]2[C@H]1CCN2Cc1csnn1	28µM*
Cc1ccc2nc(CN3CCCC(CO)(CC4CC4)C3)cn2c1 (stereo not drawn)	22µM*

Next part
SMILES	KDM5B inh
CCOC(=O)c1cc(-c2ccccn2)nc2c1c(=O)[nH]c(=O)n2C	?
Cn1nccc1C(=O)N1CCC(c2noc(-c3cnccn3)n2)C1 (stereo not drawn)	-14%
COc1ccc(CNC(=O)Cc2c(C)c3c(O)cc(C)cc3oc2=O)cc1OC	-16%
CNC(=O)[C@@H]1CN(C(=O)NCc2ccc(C)cc2)C[C@H]1c1nc(C)no1	9%
Cc1ccc(OCC(=O)O/N=C(\N)c2cccc([N+](=O)[O-])c2)cc1C	17%
CCOc1ccc(NC(=O)C2CCN(c3nc4ccccc4nc3OCC)CC2)cc1	11%
COc1cccc(-c2cc(C(=O)N[C@@H](C)c3ncccc3C)[nH]n2)c1	8%
O=C(NCc1nnc2n1CCC2)c1ccc2nc(-c3ccc(F)cc3)cn2c1	32µM*
CCc1cccc(NC(=O)C2CCN(C(=O)c3nnn4cc(C)[nH]c(=O)c34)CC2)c1	-2%
Cc1nc(-c2ccccn2)nc(N(C)c2ccccc2)c1Cl	60%[activator]
COc1ccc(C)cc1NC(=O)Cn1c(N(C)Cc2ccccc2)nc(C)cc1=O	?
Nc1ncccc1CN1CCc2ncc(C(=O)NCc3ccccc3)n2CC1	1%[86.2 µM]
Cc1noc(C)c1CC(=O)N1CCC(OCCOc2ccc(F)cc2)CC1	0%
Cc1nnc(NCC(O)COC(C)c2ccccc2)c(C#N)c1C (stereo not drawn)	19%
O=C(O)C[C@@H]1CCN(C(=O)Cc2ccccc2)C[C@@H]1CCN1CCN(c2cccc(C(F)(F)F)c2)CC1	-5%
Nc1nonc1-c1nc2ccccc2n1CC(=O)Nc1ccc(F)cc1F	18%
O=C(Nc1ccc(S(=O)(=O)N2CCCC2)cc1)C1=COCCO1	12%
O=C1CCCCCN1C1CCN(Cc2ccccc2)CC1	33%[86.2 µM]
NC(=O)CN1CCC(c2nc(-c3cn4ccccc4n3)no2)CC1	-12%
CCCCCn1cnc2c1c(=O)n(C)c(=O)n2C	11%
Cc1ccc2c(CC(=O)OCC(=O)c3ccc4c(c3)OCO4)coc2c1	-21%
Cc1nc2ccc(S(=O)(=O)NC(C(=O)NCc3ccccc3Cl)C(C)C)cc2s1 (stereo not drawn)	-1%
CC(C)N1C(=O)C2(CCCC2)C1C(=O)Nc1ccccc1 (stereo not drawn)	-6%
Cc1cc2oc(C(=O)N(Cc3ccc(N(C)C)cc3)Cc3ccco3)c(C)c2cc1Cl	?
CC(=O)Nc1ccc(Nc2nc3c(S(=O)(=O)c4cc(C)ccc4C)nnn3c3ccsc23)cc1	-16%
The listing continues.
SMILES	KDM5B inh
COCCn1cnnc1SCc1ccc(C(C)(C)C)cc1	12%
COc1ccc(/C=C/c2nc(C#N)c(N3CCCCC3)o2)cc1OC	?
O=C(CC[C@@H]1CNC(=O)[C@@H]2C[C@H](NCc3ccccn3)CN12)NCc1ccc(F)cc1	?
COC(=O)C1=CN(CC(=O)Nc2c(C)cccc2C)S(=O)(=O)N=C1C	-6%
COc1cc(CC(=O)OCC(=O)Nc2ccc(OC(F)F)cc2)cc(OC)c1OC	9%
COc1cccc(OCC(=O)NNC(=O)c2ccc3ccccc3c2O)c1	?
CCN1CCN(c2ncc3c(n2)CCN(CC(C)C)C3)CC1	?
C#CC[N+](C)(C)CCCCCCCCCCCC	-13%
CN1[C@@H](CCC(=O)NCc2cccs2)CNC(=O)[C@@H]2[C@H]1CCN2Cc1ccc(S(C)(=O)=O)cc1	?
CN(C)CCNc1oc(-c2ccc(S(=O)(=O)N(C)C)cc2)nc1C#N	?
CCCOc1ccccc1C(=O)N1CCC(c2nc3ccccc3s2)CC1	-18%
Cc1ccc(S(=O)(=O)c2nc(-c3ccccc3F)oc2NCc2ccccc2)cc1	9%
COc1ccc(C(=O)NCC(c2ccc3c(c2)OCO3)N2CCOCC2)cc1 (stereo not drawn)	0%
Cc1nn(-c2nc3c(c(=O)[nH]c(=O)n3C)n2CCCc2ccccc2)c(C)c1C	6%
CCOc1ccc(Nc2ncnc3c2c(-c2ccccc2)cn3-c2cccc(C)c2)cc1	?
COc1ccc(CNC(=O)C2Cc3cc(S(=O)(=O)N4CCCCCC4)ccc3N2C(C)=O)cc1 (stereo not drawn)	8%
CN(c1ccccc1)C(CNS(=O)(=O)c1ccccc1)c1ccccc1 (stereo not drawn)	-13%
CCc1ccccc1NC(=O)CC1CCN(c2ccnc(OC)n2)CC1	?
O=C(Nc1nn(-c2cccc(F)c2)c2cccc(N3CCOC3=O)c12)C1CCC1	28µM*
COc1ccc(C(=O)N2C[C@@H]3C[C@H](C2)c2ccc(NS(=O)(=O)c4ccccc4C#N)c(=O)n2C3)cc1	?
Cc1ncccc1C(=O)N1CCC(COc2ccc3c(cnn3CC[S+](C)(=O)[O-])c2)CC1	-1%
C/C(=N\NC(=S)N/N=C(\C)c1ccccc1)c1ccccc1	?
C[S+](=O)([O-])N1CCN(C(=O)N2CC3CC(C2)[C@H]2CCCC(=O)N2C3)CC1 (stereo partly drawn)	7%
CN1CC2(CCN(Cc3cn[nH]c3-c3cccs3)CC2)CC1C(=O)N1CCOCC1 (stereo not drawn)	-4%
CN1CCCC12Cc1ccccc1CN(C(=O)C1CCCC1)C2 (stereo not drawn)	-3%[149 µM]

Sorted by count of non-hydrogen atoms (ascending): part of the list above.
SMILES	KDM5B inh
C#CC[N+](C)(C)CCCCCCCCCCCC	-13%
COCCn1cnnc1SCc1ccc(C(C)(C)C)cc1	12%
CCN1CCN(c2ncc3c(n2)CCN(CC(C)C)C3)CC1	?
CN1CCCC12Cc1ccccc1CN(C(=O)C1CCCC1)C2 (stereo not drawn)	-3%[149 µM]
COC(=O)C1=CN(CC(=O)Nc2c(C)cccc2C)S(=O)(=O)N=C1C	-6%
C[S+](=O)([O-])N1CCN(C(=O)N2CC3CC(C2)[C@H]2CCCC(=O)N2C3)CC1 (stereo partly drawn)	7%
COc1cccc(OCC(=O)NNC(=O)c2ccc3ccccc3c2O)c1	?
COc1ccc(C(=O)NCC(c2ccc3c(c2)OCO3)N2CCOCC2)cc1 (stereo not drawn)	0%
Cc1nn(-c2nc3c(c(=O)[nH]c(=O)n3C)n2CCCc2ccccc2)c(C)c1C	6%
COc1cc(CC(=O)OCC(=O)Nc2ccc(OC(F)F)cc2)cc(OC)c1OC	9%
O=C(CC[C@@H]1CNC(=O)[C@@H]2C[C@H](NCc3ccccn3)CN12)NCc1ccc(F)cc1	?
Cc1ncccc1C(=O)N1CCC(COc2ccc3c(cnn3CC[S+](C)(=O)[O-])c2)CC1	-1%
CN1[C@@H](CCC(=O)NCc2cccs2)CNC(=O)[C@@H]2[C@H]1CCN2Cc1ccc(S(C)(=O)=O)cc1	?
COc1ccc(C(=O)N2C[C@@H]3C[C@H](C2)c2ccc(NS(=O)(=O)c4ccccc4C#N)c(=O)n2C3)cc1	?

Further structures
SMILES	KDM5B inh
CC(C)(C)c1ccc(-c2nc(SCCCOc3ccccc3)n3[nH]c(=O)cc3n2)cc1	168%[activator]
COCC(=O)N1N=C(c2cccs2)CC1c1ccc2nccnc2c1 (stereo not drawn)	-8%
Cc1ccc(NC(=O)Cn2nc(Cc3ccncc3)c3ccccc3c2=O)c(Cl)c1	-18%
C=CCNC(=S)Nc1ccc(F)c(Cl)c1	4%
Cc1oc2c(c1C(=O)NC1CCOC3(CCOCC3)C1)C(=O)CCC2 (stereo not drawn)	-18%
COc1ccccc1-c1cc(-c2cccc([S+](C)(=O)[O-])c2)c2onc(C)c2n1	?
COC(=O)c1ccn(Cc2ccc(Cl)c(Cl)c2)n1	13%
N#Cc1ccc(OCCOC(=O)COc2ccc(Cl)cc2Br)cc1	-24%
CCN(CC)C(=O)Cc1cccn1-c1ccc(Cl)cc1	?
CN(CC(=O)NC(C)(C)C)C(=O)c1cc(=O)[nH]c2ccccc12	?
COc1cc(OC)cc(-c2cc(N)n(S(=O)(=O)c3cccc4nsnc34)n2)c1	12%
CCCNC(=O)CN1CCN(c2cccc(F)c2C#N)CC1	14%
NC1CCN(C(=O)C2CCN(c3nc(-c4ccccc4)nc4c3CCC4)CC2)C1 (stereo not drawn)	-6%
COc1cc2c(cc1OC)C(C[C@H]1CN(C(=O)CCc3ccccc3)CC[C@H]1CC(=O)O)=NCC2	i
O=C(c1ccc(-n2cccn2)cc1)N1CCCC1c1ccc2c(c1)OCCO2 (stereo not drawn)	-2%
Cc1cccc(NC(=O)CN2C(=O)NC3(CCCCC3)C2=O)c1C	28%
N#Cc1ccccc1NC(=O)CSc1n[nH]c(-c2ccco2)n1	-9%
O=C(Nc1cc(C(=O)Nc2ccccc2C(=O)O)cc(C(=O)Nc2ccccc2C(=O)O)c1)c1ccccc1	85%[activator]
COc1cc(OC)cc(-c2onc(C)c2C(=O)NCc2cccc(Cl)c2)c1	-11%
CCOc1ccccc1-c1noc(-c2nnn3c2COC(c2ccc(C)cc2C)C3)n1 (stereo not drawn)	-21%
Cc1ccc(CNC(=O)CN2C(=O)C3(SCC(=O)N3c3ccc(F)cc3)c3ccccc32)cc1 (stereo not drawn)	-5%
O=C1C2CCCN2C(=O)N1Cc1coc(-c2cccc(F)c2)n1 (stereo not drawn)	7%
COCC1CN(C2CCC2)CC12CCN(S(=O)(=O)c1cccnc1)CC2 (stereo not drawn)	-16%
O=C(CCNc1ccc(F)cc1)c1cc2ccccc2o1	-17%
CCCCCCc1ccc(Nc2ccccc2)cc1O	?
The listing continues.
SMILES	KDM5B inh
Cc1cccc(-c2cnc3[nH]cc(CC(=O)N4CCOCC4)c3c2)c1	?
O=C(c1ccc2ncccc2c1)N1CC2CC(C1)[C@H]1CCCC(=O)N1C2 (stereo partly drawn)	6%
O=C1NCCCCCCN(C(=O)c2cccs2)[C@H]2C[C@H](c3nc(Cc4ccccc4)no3)C[C@@H]12	-7%
CSC1=N/C(=C\c2ccc(-c3ccc(Cl)cc3)o2)C(=O)S1	?
CCOC(=O)Cc1csc(NC(=O)c2nc(C)n(-c3ccc(Cl)cc3)n2)n1	27%
CCOc1ccc(CC(=O)Nc2ccc(S(=O)(=O)N3CCCC3)cc2)cc1	19%
Cc1nc2c(c(-c3ccc(Cl)cc3)n1)CN(C(=O)c1cccnc1)CC2	6%
CCOC(=O)c1c(-c2ccc(C)cc2)csc1NC(=O)c1cc(-c2ccc(Cl)cc2)on1	?
O=C(COc1ccc(Cl)cc1)Nc1ccc2oc(-c3ccccc3)nc2c1	10%
Cc1nc2cc(NC(C)c3nc(C(C)(C)C)no3)ccc2o1 (stereo not drawn)	?
COc1ccc2c(c1)c1c(c(=O)n(-c3ccccc3C)c(=O)n1C)n2C	i
CC1=C(C(=O)Nc2cccc(C(F)(F)F)c2)C2(CCCCC2)OC1=O	-30%

Source: PubChem

This is a subset (hit frequency here may not be typical).
